GLA spleen mod: alpha-galactosidase A (human) modulation. P06280. human spleen homogenate, 4MU-alpha-Gal fluorescence, 40 min. Potency, µM (series often up to 80 µM), inactives show at the top dose activity change, negative = inhibition, hits mostly inhibitors. actives 0.008% (n = 240,000). AID 2107;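 further: potency means the concentration at half of the fitted maximal effect; 0% = enzyme with vehicle and -100% = no enzyme basal signal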
Target sequence (P06280 32-429 limits assumed): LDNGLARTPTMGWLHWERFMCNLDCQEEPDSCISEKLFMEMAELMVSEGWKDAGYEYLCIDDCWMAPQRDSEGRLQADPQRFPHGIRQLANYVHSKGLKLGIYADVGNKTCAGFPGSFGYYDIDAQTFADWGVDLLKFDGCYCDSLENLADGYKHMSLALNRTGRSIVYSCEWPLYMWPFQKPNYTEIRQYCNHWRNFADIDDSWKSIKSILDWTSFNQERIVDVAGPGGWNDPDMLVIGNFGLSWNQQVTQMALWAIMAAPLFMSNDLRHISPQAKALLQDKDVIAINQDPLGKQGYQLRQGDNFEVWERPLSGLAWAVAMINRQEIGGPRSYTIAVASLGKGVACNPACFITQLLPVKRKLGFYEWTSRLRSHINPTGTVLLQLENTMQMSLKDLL
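Human spleen homogenate (1 ug) as enzyme source, 4-methylumbelliferyl-alpha-D-galactopyranoside 1 mM final, citrate/phosphate pH 5.0 with 0.01% Tween-20. Compounds 40 min at 37C, NaOH/glycine stop; fluorescence Ex 365/Em 440, Hill-fit AC50.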
Epigenetic reg: regulators of epigenetic silencing causing reporter derepression in mouse cells | murine LDR cells, GFP reporter derepression, 30 h | Potency, µM (series often up to 53.9 µM), for inactives: top-dose GFP activation, actives largely listed as activators | actives 0.2% (n = 280,000) | AID 1865; further: potency means the concentration at half of the fitted maximal effect; % of control where 0% means no effect; nearly all actives have a fitted effect of over 60% in size
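Reporter derepression read as number of fluorescent GFP-positive objects, 20-120 um in size, counted by laser-scanning cytometer. Mouse LDR line with an epigenetically silenced CMV-GFP locus; compound incubation 30 h, 37 C.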
TRb-SRC2 inh: disrupts binding of human TR beta to SRC2. P10828. TRbeta-SRC2 peptide binding, fluorescence polarization; receptor liganded with 1 µM T3. Potency, µM (top dose mostly 106 µM), inactives show at the highest dose activity change, negative = inhibition, actives largely listed as inhibitors. actives 0.065% (n = 280,000). AID 1469;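 further: potency means the concentration at half of the fitted maximal effect; plate controls were bound peptide for no effect and peptide without receptor for full effect; nearly all actives have a fitted effect of over 50% in size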
Target sequence (P10828 whole entry, looked up): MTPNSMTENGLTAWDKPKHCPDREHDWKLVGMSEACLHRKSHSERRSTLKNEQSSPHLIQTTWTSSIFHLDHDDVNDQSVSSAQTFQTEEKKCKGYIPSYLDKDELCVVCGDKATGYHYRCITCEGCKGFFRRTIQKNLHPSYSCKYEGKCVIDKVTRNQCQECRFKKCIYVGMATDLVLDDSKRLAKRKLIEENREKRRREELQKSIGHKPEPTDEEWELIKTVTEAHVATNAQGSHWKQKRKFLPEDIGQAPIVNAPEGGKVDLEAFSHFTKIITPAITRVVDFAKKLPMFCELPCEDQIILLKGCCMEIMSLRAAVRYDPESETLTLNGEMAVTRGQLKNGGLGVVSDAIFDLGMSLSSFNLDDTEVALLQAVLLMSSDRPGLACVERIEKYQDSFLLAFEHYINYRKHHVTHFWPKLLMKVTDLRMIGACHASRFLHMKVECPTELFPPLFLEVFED
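A fluorescence polarization screen tested compounds at multiple concentrations against complex formation between 0.6 uM TRb ligand-binding domain and 20 nM Texas Red SRC2 peptide, with 1 uM T3 present; readout after 5 hr.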
Tau fibril FP: tau fibrillization inhibition (FP) | K18 P301L tau heparin fibrillization, Alexa594 FP, 6 h | Potency, µM (series often up to 57.7 µM), without a hit: top-dose activity, negative = inhibition, hits mostly inhibitors | actives 0.39% (n = 280,000) | AID 1468; further: potency means the concentration at half of the fitted maximal effect; on the % scale 0 is the no-effect control and ±100 the full control effect; nearly all actives have a fitted effect of over 55% in size
Target sequence (P10636 561-689 P618L limits assumed): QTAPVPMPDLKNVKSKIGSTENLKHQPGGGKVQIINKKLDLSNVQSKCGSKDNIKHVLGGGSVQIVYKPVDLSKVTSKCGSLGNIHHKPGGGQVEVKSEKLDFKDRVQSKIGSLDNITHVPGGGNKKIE
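Compound effects on tau fibrillization are measured by Alexa 594 fluorescence polarization (ex 555, em 632 nm). K18 P301L tau is used at 15 uM with 0.24 uM labeled tracer, and 20 uM heparin induces aggregation over 6 hr at 37 C.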
Tau fluor counter: counter-screen for tau fibril formation inhibitors. Potency, µM (titrated, usually from 57.7 µM), without a hit: at the top dose activity change, negative = decrease. actives 0.93% (n = 280,000). tau K18 P301L (four-repeat tau fragment) Alexa594 fluorescence, heparin fibrillization; further: potency means the concentration at half of the fitted maximal effect; on the % scale 0 is the no-effect control and ±100 the full control effect; nearly all actives have a fitted effect of over 55% in size
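Human K18 P301L tau (15 uM unlabeled plus 0.24 uM Alexa 594-labeled, final) in 100 mM sodium acetate pH 7 was mixed with compound and 20 uM heparin and incubated 6 hr at 37 C.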
TR SRC2 fluor cs: alters Texas Red total fluorescence, flagging assay interference | TRb/SRC2 Texas Red total fluorescence interference | Potency, µM (highest dose often 106 µM), for the others: at the highest dose fluorescence change, negative = quenching | actives 0.29% (n = 280,000); active means well fitted curve in either direction with a large enough effect; inconclusive means small, poorly fitted or top-dose-only effect; further: potency means the concentration at half of the fitted maximal effect; on the % scale 0 is the no-effect control and ±100 the full control effect
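Human TRβ ligand-binding domain (0.6 uM) and Texas Red SRC2 peptide (20 nM) in Tris buffer with 1 uM T3 and 5% DMSO were incubated with pinned compound for 5 hr at ambient temperature. Total fluorescence was computed as S + 2P (555/632 nm).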
CBFb-RUNX1 inh: CBF-beta/RUNX1 interaction disruption; Q01196+Q13951; AlphaScreen CBFb-His/RUNX1-biotin binding, biochemical; Potency, µM (series often up to 59.8 µM), without a hit: top-dose activity, negative = inhibition, usual class: inhibitors; 230,000 tested, under 10 active; further: % of control where 0% means no effect
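Compounds were screened at multiple concentrations against a preformed CBF-beta(His)/RUNX1(biotin) complex (30 nM of each) for 15 min at room temperature, followed by 90 min with nickel and streptavidin beads and AlphaScreen reading.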
NPSR antag: blocks cAMP signaling of the human neuropeptide S receptor; CHO-NPSR cells, cAMP TR-FRET, antagonist mode; Q6W5P4; Potency, µM (top dose mostly 38.3 µM), for the others: at the top dose activity change, negative = inhibition, actives largely listed as inhibitors; actives 1% (n = 220,000); AID 1461; further: potency means the concentration at half of the fitted maximal effect; on the % scale 0 is the no-effect control and ±100 the full control effect; nearly all actives have a fitted effect of over 50% in size; many of its hits are not listed in these tables
* = called active by the depositor; ? = inconclusive; . = no result given; [ ] = remark or other dose. Unless noted, the call rests on the fitted dose curve; in most records, active means well fitted curve in the direction sought with a large enough effect; inconclusive means small, poorly fitted or top-dose-only effect, or another doubt; inactive means no such curve, though single readings can be large; an effect the other way counts as inactive or inconclusive. Not all compounds are listed, so the mix of outcomes need not match the whole.

SMILES | GLA spleen mod | Epigenetic reg | TRb-SRC2 inh | Tau fibril FP | Tau fluor counter | TR SRC2 fluor cs | CBFb-RUNX1 inh | NPSR antag
Cn1c(=O)c2c(ncn2CC(=O)OCC(=O)Nc2ccccc2Cl)n(C)c1=O | 0% | 0.0% | 0% | -18% | -6% | -26% | 1% | -16%[46.1 µM]
O=C(N/N=C1\SCC(=O)N1CCc1ccccc1)c1cccs1 | -2% | 2.6% | -3%[53 µM] | -1% | 2% | -2%[53 µM] | 6% | -4%
CCOc1ccc(-c2cc3cc(OC)c(OC)cc3c(C)n2)cc1 | 8% | 2.7% | -6% | 6% | -3% | 2% | 1% | 0%
COc1cccc(CNC(=O)CN2C(=O)N(c3ccc(C)cc3C)S(=O)(=O)c3ccccc32)c1OC | . | -1.3% | 1% | -7% | -23% | 0% | . | .
CCC(=O)Nc1ccc(N2CCN(C(=O)c3ccccc3C)CC2)cc1 | -4% | -2.1% | -1% | 2% | -2% | -1% | 1% | -8%[46.1 µM]
COc1ccc(CNC(=O)c2cc3sccc3n2Cc2ccc(F)cc2)cc1 | . | 5.8% | -1% | ? | -31% | -3% | . | .
CN1C(=O)CC(N2CCN(CC(N)=O)CC2)C1=O (stereo not given) | -6% | -1.0% | -11% | -1% | -7% | -2% | 6% | -7%[46.1 µM]
O=C(O)CCn1cc(/C=C/C(=O)c2ccc(Cl)cc2)c(-c2cccc(Br)c2)n1 | 2% | -3.2% | 12% | 12% | 21% | -3% | 4% | -58%
CCOC(=O)c1c(NC(=O)CS(=O)(=O)c2cn(CC)c3ccccc23)sc2c1CCCC2 | 1% | -1.4% | -5% | -5% | -26% | -1% | 10%[2.36 µM] | -25%
CC(NC(=O)c1cccc(N2CCCC2=O)c1)c1ccc2c(c1)OCCO2 (stereo not given) | -1% | -2.0% | -6% | -4% | 4% | 0% | 0% | -3%[46.1 µM]
N#Cc1ccc(CSc2nnc(-c3ccncc3)o2)cc1 | 1% | 3.4% | 2% | 9% | 4% | 0% | 4% | 3%
Cc1ccc(-c2cc(C(F)F)n3ncc(C(=O)Nc4c(C)nn(Cc5ccccc5Cl)c4C)c3n2)cc1 | 4% | 1.8% | -6% | 11% | -8% | 1% | 0% | 4µM*
CCOC(=O)N1CCN(C(=O)c2ccc3c(=O)n4c(nc3c2)CCCCC4)CC1 | 2% | 0.0% | 6% | 1% | 5% | 1% | 11% | -7%[46.1 µM]
COc1cccc2cc(C(=O)Nc3ccc(F)c(F)c3)c(=O)oc12 | . | 0.8% | 1% | 3% | -9% | 5% | . | .
CCOC(=O)c1ccc(N2Cc3ccccc3C2)cc1O | 8% | -1.1% | 0% | 8% | -11% | -3% | -30% | -27%[46.1 µM]
CCC(C)(C)n1nnnc1C(c1cc2ccc(OC)cc2[nH]c1=O)N1CCc2ccccc21 (stereo not given) | -7% | 1.9% | 1% | 8% | ? | -1% | -26% | ?
Cc1ccc(NC(=O)CCc2nc3cccnc3n2-c2ccccc2)cc1Cl | . | -2.2% | -9% | 1% | -28% | 0% | . | .
Cc1cc(NS(=O)(=O)c2ccccc2)c(C)c(Cl)c1O | 0% | 0.0% | 0% | 1% | -6% | 1% | 3% | -16%[46.1 µM]
COc1ccc(C2CC(c3ccc4ccccc4c3OC(C)=O)=NN2C(C)=O)cc1 (stereo not given) | 5% | -2.3% | 11% | 1% | -6% | -1% | 4% | -25%
COC(=O)c1ccccc1NC(=O)COc1ccccc1 | -12% | -3.6% | -17% | 7% | -4% | -3% | 23% | -13%[46.1 µM]

Looked up by compound from above (4):
SMILES | GLA spleen mod | Epigenetic reg | TRb-SRC2 inh | Tau fibril FP | Tau fluor counter | TR SRC2 fluor cs | CBFb-RUNX1 inh | NPSR antag
COc1ccc(CNC(=O)c2cc3sccc3n2Cc2ccc(F)cc2)cc1 | . | 5.8% | -1% | ? | -31% | -3% | . | .
COc1cccc2cc(C(=O)Nc3ccc(F)c(F)c3)c(=O)oc12 | . | 0.8% | 1% | 3% | -9% | 5% | . | .
CCOc1ccc(-c2cc3cc(OC)c(OC)cc3c(C)n2)cc1 | 8% | 2.7% | -6% | 6% | -3% | 2% | 1% | 0%
Cc1cc(NS(=O)(=O)c2ccccc2)c(C)c(Cl)c1O | 0% | 0.0% | 0% | 1% | -6% | 1% | 3% | -16%[46.1 µM]

Continuation:
SMILES | GLA spleen mod | Epigenetic reg | TRb-SRC2 inh | Tau fibril FP | Tau fluor counter | TR SRC2 fluor cs | CBFb-RUNX1 inh | NPSR antag
Cc1ccccc1NS(=O)(=O)c1cc(C(=O)Nc2ccccc2-c2ccccc2)ccc1Cl | -6% | 0.0% | -5% | ? | ? | 1% | -2% | ?
COC(=O)C1=C(C)NC2=C(C(=O)C(C(=O)OC)C(c3ccc(OC)cc3)C2)C1c1ccccn1 (stereo not given) | ? | 0.0% | -17% | 9% | 0% | 0% | -3% | -14%[46.1 µM]
CC(C)NC(=S)NCc1cccs1 | 3% | -1.2% | -6% | -5% | 3% | -3% | 12% | -19%
Cc1ccccc1OCC(=O)NN1Cc2ccccc2C1=N | 6% | -2.6% | 0% | 0% | -4% | -4% | -1% | 5%[46.1 µM]
CCc1nnc(NC(=O)CSc2ccc(-c3cccs3)nn2)s1 | -1% | -0.2% | 6% | -17% | -20% | -3% | 3% | -10%
Cc1ccn2c(=O)c(C(=O)NC(C)c3ccccc3)c(O)nc2c1 (stereo not given) | . | 0.0% | -5% | -2% | -1% | 3% | . | .
Cc1c(C(=O)N2CCCC2)oc2c1-c1nn(CC(=O)NCc3ccccc3Br)cc1CC2 | . | 5.5% | -1% | 1% | -8% | -1% | . | .
Cc1nc(N)sc1C(=O)N/N=C/c1ccccc1[N+](=O)[O-] | -8% | 0.2% | 8% | 8% | 1% | -3% | -2% | 8%
CCOC(=O)c1cccc(NC(=O)CC2C(=O)N(c3ccc(OC)cc3)C(=O)N2C2CCCC2)c1 (stereo not given) | . | 15% | 3% | -2% | -25% | -2% | . | .
COc1ccc(-c2nc3c4ccccc4ccn3c2CN2CCCCC2)cc1OC | 0% | 1.1% | 3% | 8% | 5% | -2% | -5% | -26%
COc1ccc(C(=O)N2CCCC(C(=O)N3CCCCCC3)C2)cc1 (stereo not given) | 5% | -6.4% | -3% | 2% | 0% | 0% | -2% | -13%[46.1 µM]
CCC1(COC(=O)Nc2cccc(Cl)c2)COC1 | 2% | -0.7% | 6% | 1% | -9% | 1% | 0% | 1%[46.1 µM]
CCOC(=O)CC1=NC(=O)CS1 | 4% | -0.9% | -6% | 2% | 0% | -2% | 3% | -8%[46.1 µM]
CNC(=S)N/N=C/c1ccccc1Cl | 10% | -1.1% | 11% | 2% | -3% | 2% | 3% | -5%
COc1cc(-c2nnc(SCC(=O)N3CCCc4ccccc43)o2)cc(OC)c1OC | . | 0.8% | 5% | ? | -10% | -1% | . | .
COCC(C)NC(=S)NC(=O)c1cc(S(=O)(=O)N2CCOCC2)ccc1C (stereo not given) | 1% | 1.1% | -3% | 14% | 17% | 1% | -1% | 6%
O=C(CSc1nc2ccccc2c(=O)n1-c1ccc(F)cc1)Nc1ccc(N2CCOCC2)cc1 | 0% | 9.9% | -9% | 19% | -27% | -2% | 3% | -26%
COc1ccc(N2CCN(C(=O)/C(C#N)=C/c3ccccc3)CC2)cc1 | 12% | 4.7% | 8% | -5% | ? | 6% | -1% | -22%
Cc1csc(NC(=O)C(NC(=O)c2ccccc2F)C(C)C)n1 (stereo not given) | 7% | 14% | 0% | -6% | 2% | -2% | 6% | 9%
COC(=O)c1scc(-c2ccc(C)cc2)c1S(=O)(=O)Nc1cccc(Cl)c1C | . | 0.0% | 0% | ? | -23% | -16% | . | .
CCOc1ccc2nc(NC(=O)CSc3ccc(Cl)cc3)sc2c1 | -1% | 0.0% | -4% | ? | ? | -1% | -2% | 13%[46.1 µM]
O=C1c2ccc3c4c(ccc(c24)C(=O)N1c1ccc2ccccc2c1)CC3 | -12% | -1.6% | 8% | 0% | -18% | 4% | 7% | -21%[46.1 µM]
Cc1ccc(SCC(=O)O/N=C(\N)c2cccc([N+](=O)[O-])c2)cc1 | -4% | 0.0% | 9% | 4% | -18% | 1% | -13% | -8%[46.1 µM]
Nc1ccc(Cc2nc3c(ccc4ccccc43)[nH]2)cc1 | 19% | -1.1% | -1% | 5% | -13% | -5% | 0% | 2%[46.1 µM]
O=C(CCc1ccccc1)n1nc(-c2ccccc2)nc1NCc1ccco1 | -19% | 0.0% | 5% | 0% | -15% | -3% | 1% | -12%[46.1 µM]
Cc1cccc(C(=O)NC(=S)Nc2ccc(S(=O)(=O)N3CCCCC3)cc2)c1 | 11% | -1.3% | -1% | -11% | -24% | 0% | -15% | -21%[46.1 µM]
CCn1cc(CNC(=O)C2C3CCC(C3)C2C(=O)O)cn1 (stereo not given) | -25% | 2.9% | -7% | -12% | -10% | -8% | 0% | 1%[46.1 µM]
COc1ccc(S(=O)(=O)Nc2nnc(C(C)(C)C)s2)cc1 | -7% | -3.5% | 0% | -15% | -7% | -2% | 1% | -24%[46.1 µM]
CCCn1nc(C(=O)NCC(C)(C)N2CCOCC2)c2ccccc2c1=O | 10% | -0.9% | 2% | -3% | -5% | 0% | -1% | -6%[46.1 µM]
CNC(=S)Nc1cc(C(F)(F)F)ccc1Cl | -6% | 0.0% | 2% | -1% | -2% | 1% | 11% | 7%
CCOCCCn1c(NN)nc2ccccc2c1=O | -4% | -0.2% | 1% | -4% | ? | -1% | 3% | 9%
O=C(Nc1cc(C(F)(F)F)ccc1N1CCOCC1)C1Cc2ccccc2CN1C(=O)c1ccco1 (stereo not given) | 0% | 5.5% | -20% | ? | -14% | 0% | 1% | -26%[46.1 µM]
Cc1c(C(=O)NCc2cccc(Cl)c2)sc2ncnc(N(C)C3CCCCC3)c12 | . | -0.5% | -6% | -9% | -10% | 5% | . | .
CCOC(=O)C(=O)Nc1c(C(=O)Nc2cccc(F)c2)oc2ccccc12 | . | -5.5% | -4% | ? | -26% | 1% | . | .
Cc1ccc2nc(Cl)c3cc(C(=O)N(CCN(C)C)Cc4ccco4)sc3c2c1 | 2% | 1.6% | 14% | -9% | -9% | -1% | -7% | -15%

Bioassay records (PubChem)
